Mtb BioA inh – M. tuberculosis BioA enzyme inhibitors, primary screen, biochemical, plate reader, single point, HTS. purified M. tuberculosis BioA enzyme. inhibition, % at 9.99 µM. 360,000 compounds, 0.096% hits. 7,8-diaminopelargonic acid synthase BioA (Mycobacterium tuberculosis); in the data active = inhibition above about 40%
Starred values were filed as active, the others as inactive; & = joins results of further samples.

SMILES	Mtb BioA inh
CC(C)NC(=O)N(C)C[C@H]1OCCCC[C@@H](C)Oc2ccc(NC(=O)Cc3ccccc3)cc2C(=O)N([C@H](C)CO)C[C@@H]1C	-2.0
C[C@@H]1CN([C@H](C)CO)C(=O)c2cccc(N(C)C)c2O[C@@H]1CN(C)C(=O)Nc1ccc(F)cc1	-4.0
O=C(C[C@H]1C=C[C@@H](NC(=O)NC2CCCCC2)[C@H](CO)O1)NCc1ccc(Cl)cc1	0.7
O=C(Nc1ccc(F)cc1)N[C@@H]1CC[C@H](CCn2cc(-c3ccccc3F)nn2)O[C@@H]1CO	3.7
O=C(C[C@@H]1CC[C@@H](NS(=O)(=O)c2ccc(F)cc2)[C@@H](CO)O1)N1CCC(Cc2ccccc2)CC1	2.4
Cc1ccc(S(=O)(=O)Nc2ccc3c(c2)C(=O)N([C@@H](C)CO)C[C@@H](C)[C@H](CN(C)C)O3)cc1	-3.5
C[C@@H]1CN([C@H](C)CO)C(=O)c2cccc(NS(C)(=O)=O)c2O[C@H]1CN(C)CC1CCCCC1	1.3
C[C@@H]1CN([C@@H](C)CO)C(=O)c2cc(Br)cnc2O[C@@H]1CN(C)C(=O)CN1CCOCC1	-0.7
C[C@@H]1CN([C@H](C)CO)C(=O)c2cc(NC(=O)C3CC3)ccc2O[C@@H]1CN(C)Cc1ccc(C(=O)O)cc1	-0.5
C[C@H](CO)N1C[C@H](C)[C@H](CN(C)Cc2ccc(C(=O)Nc3ccccc3N)cc2)Oc2ccc(NC(=O)Cn3cnnn3)cc2C1=O	1.0
C[C@@H]1CCCCO[C@@H](CN(C)Cc2ccncc2)[C@@H](C)CN([C@@H](C)CO)C(=O)c2cc(NC(=O)NC3CCCCC3)ccc2O1	10.1
Cc1ccc(S(=O)(=O)N(C)C[C@H]2OCCCC[C@H](C)Oc3ccc(NC(=O)Nc4ccc5c(c4)OCO5)cc3C(=O)N([C@@H](C)CO)C[C@@H]2C)cc1	-3.2
COCC(=O)N(C)C[C@H]1Oc2cc(-c3ccc(C)cc3)ccc2S(=O)(=O)N([C@@H](C)CO)C[C@@H]1C	2.8
COc1ccc(S(=O)(=O)N(C)C[C@@H]2Oc3c(NC(=O)c4nc5ccccc5s4)cccc3C(=O)N([C@H](C)CO)C[C@@H]2C)cc1	-0.7
CC(C)COC(=O)N(C)C[C@@H]1OCc2cn(nn2)CCCC(=O)N([C@H](C)CO)C[C@H]1C	-0.7
Cc1ccccc1S(=O)(=O)N1C[C@@H](O)COC[C@@H]2O[C@@H](CC(=O)N3CCOCC3)CC[C@H]21	-1.1
COCCNC(=O)C[C@H]1CC[C@@H]2[C@@H](COc3ccc(NC(C)=O)cc3C(=O)N2C)O1	-2.2
COc1ccc(C#Cc2ccc([C@H]3[C@@H](CO)N4CCCCN(C(=O)Cc5ccccc5)C[C@@H]34)cc2)cc1	-1.0
C[C@H](CO)N1C[C@H](C)[C@@H](CN(C)Cc2ccc(C(F)(F)F)cc2)Oc2ccc(NC(=O)CCCN(C)C)cc2C1=O	-1.5
Cc1ccc(S(=O)(=O)Nc2cccc3c2O[C@H](CN(C)C(=O)Nc2ccc(F)cc2)[C@@H](C)CN([C@@H](C)CO)C3=O)cc1	1.8
COc1ccc(S(=O)(=O)N(C)C[C@H]2Oc3ccc(NS(=O)(=O)c4cccs4)cc3CC(=O)N([C@@H](C)CO)C[C@H]2C)cc1	-3.3
O=C(C[C@@H]1C=C[C@@H](NC(=O)Nc2ccc3c(c2)OCO3)[C@H](CO)O1)NCc1ccc(Cl)cc1	1.3
C[C@@H]1CN([C@@H](C)CO)C(=O)c2cc(-c3cccc(F)c3)cnc2O[C@H]1CN(C)C(=O)c1cccc(F)c1	11.8
CCCC#Cc1cnc2c(c1)C(=O)N([C@@H](C)CO)C[C@H](C)[C@@H](CN(C)C(=O)NCCC)O2	-1.9
COc1ccccc1S(=O)(=O)N1CC[C@@H]2[C@H](CO)Nc3ccc(-c4ccccc4F)cc3[C@@H]21	-0.8
More compounds follow:
SMILES	Mtb BioA inh
CCC(=O)N1[C@@H]2c3cccc(=O)n3C[C@H]1[C@H](CO)[C@H]2C(=O)NCc1ccccc1	0.2
COc1ccc(NC(=O)N(C)C[C@H]2Oc3ccc(NC(=O)C4CC4)cc3CC(=O)N([C@H](C)CO)C[C@H]2C)cc1	1.0
COCCNC(=O)C[C@@H]1CC[C@@H]2[C@H](COC[C@H](O)CN2Cc2cccc(-c3ccncc3)c2)O1	-1.3
C[C@H](CO)N1C[C@H](C)[C@H](CN(C)C(=O)Nc2ccc(F)cc2)Oc2ccc(NS(=O)(=O)c3ccc(F)cc3)cc2C1=O	-1.5
C[C@@H]1CN([C@@H](C)CO)C(=O)c2cc(NS(C)(=O)=O)ccc2O[C@H]1CN(C)C(=O)Nc1ccc(C(F)(F)F)cc1	-2.5
CO[C@H]1CN(C)C(=O)c2cc(NC(=O)Nc3ccccc3)ccc2OC[C@@H](C)N(C(=O)CC2CC2)C[C@@H]1C	-1.6
C[C@@H]1CN([C@@H](C)CO)C(=O)CCCn2cc(nn2)CO[C@H]1CN(C)Cc1ccc(O)cc1	-0.5
Cc1noc(C)c1NC(=O)N[C@@H]1CC[C@@H](CC(=O)NCc2ccc(Cl)c(Cl)c2)O[C@H]1CO	-1.4
CCCN1C[C@H](C)[C@@H](OC)CN(C)C(=O)c2ccc(NC(=O)c3ccccc3F)cc2OC[C@H]1C	-0.8
O=C(C1CC1)N1C[C@H]2[C@@H](c3ccccc31)[C@@H](CO)N2C(=O)c1ccccn1	-4.2
C[C@H](CO)N1C[C@H](C)[C@H](CN(C)S(=O)(=O)c2ccccc2)Oc2c(NC(=O)c3nc4ccccc4s3)cccc2C1=O	-1.4
CCCC#Cc1cnc2c(c1)C(=O)N([C@@H](C)CO)C[C@@H](C)[C@@H](CN(C)C(=O)Cc1cccnc1)O2	-1.4
COCC(=O)N(C)C[C@H]1Oc2ncc(-c3ccc(C)cc3)cc2C(=O)N([C@@H](C)CO)C[C@H]1C	0.8
O=S(=O)(N[C@@H]1CC[C@H](CCn2cc(C3(O)CCCC3)nn2)O[C@H]1CO)c1ccccc1	-4.0
Cc1ccc(S(=O)(=O)N(C)C[C@H]2Oc3ccc(NC(=O)CCN4CCOCC4)cc3CC(=O)N([C@H](C)CO)C[C@@H]2C)cc1	-3.2
CN(C)C(=O)c1ccc(-c2ccc([C@H]3[C@H]4CN(C(=O)C5CCCC5)CCCCN4[C@H]3CO)cc2)cc1	-0.8
O=C(C[C@H]1C[C@H]2c3cc(NC(=O)C4CCOCC4)ccc3O[C@H]2[C@H](CO)O1)NCC1CC1	-1.0
CC(=O)N1CCCCN2[C@H](C1)[C@H](c1ccc(-c3cccc(C)c3)cc1)[C@@H]2CO	-1.2
O=C([C@H]1N[C@H]2c3ccc(-c4ccccc4F)c(=O)n3C[C@H]2[C@@H]1CO)N1CCCCC1	-0.2
CCC(=O)N1[C@H](CO)[C@@H](c2ccccc2)[C@@H]1CN(C(C)C)S(C)(=O)=O	-0.7
C[C@@H]1CN([C@H](C)CO)C(=O)c2cc(NC(=O)Cc3ccccc3)ccc2O[C@@H](C)CCCCO[C@@H]1CN(C)Cc1ccncc1	0.3
COc1ccccc1CNC(=O)C[C@@H]1CC[C@H]2[C@@H](COC[C@H](O)CN2Cc2ccc3c(c2)OCO3)O1	-1.3
CN1C(=O)c2cc(NC(=O)c3cccs3)ccc2OC[C@@H]2O[C@H](CC(=O)NCCN3CCCCC3)CC[C@H]21	-8.8
CC(C)C#Cc1ccc2c(c1)O[C@@H](CN(C)C(=O)C1CCCCC1)[C@@H](C)CN([C@H](C)CO)S2(=O)=O	1.1
O=C(Nc1cc(F)ccc1F)N[C@@H]1CC[C@H](CCn2cc(C3CC3)nn2)O[C@@H]1CO	0.6

2 of these compounds, set out differently.
smiles: C[C@@H]1CN([C@@H](C)CO)C(=O)c2cc(NS(C)(=O)=O)ccc2O[C@H]1CN(C)C(=O)Nc1ccc(C(F)(F)F)cc1
- Mtb BioA inh: -2.5

smiles: Cc1noc(C)c1NC(=O)N[C@@H]1CC[C@@H](CC(=O)NCc2ccc(Cl)c(Cl)c2)O[C@H]1CO
- Mtb BioA inh: -1.4

Rewritten bar-delimited: entries from further up.
Structure | Mtb BioA inh
CCCN1C[C@H](C)[C@@H](OC)CN(C)C(=O)c2ccc(NC(=O)c3ccccc3F)cc2OC[C@H]1C | -0.8
O=C(C1CC1)N1C[C@H]2[C@@H](c3ccccc31)[C@@H](CO)N2C(=O)c1ccccn1 | -4.2
C[C@H](CO)N1C[C@H](C)[C@H](CN(C)S(=O)(=O)c2ccccc2)Oc2c(NC(=O)c3nc4ccccc4s3)cccc2C1=O | -1.4

Remaining list, next part:
SMILES	Mtb BioA inh
COc1ccc(CN(C)C[C@@H]2Oc3ccc(NC(=O)NC4CCCCC4)cc3CC(=O)N([C@H](C)CO)C[C@H]2C)cc1	-0.5
COc1cccc(NC(=O)N(C)C[C@@H]2Oc3cc(-c4cccc(C(=O)N(C)C)c4)ccc3S(=O)(=O)N([C@H](C)CO)C[C@@H]2C)c1	-0.6
O=C(C[C@@H]1CC[C@@H](NC(=O)CN2CCOCC2)[C@@H](CO)O1)NCc1cccc(F)c1	0.2
Cc1ccc(S(=O)(=O)N(C)C[C@@H]2Oc3ccc(NS(=O)(=O)c4ccccc4)cc3C(=O)N([C@@H](C)CO)C[C@H]2C)cc1	2.7
Cc1noc(C)c1NC(=O)N[C@@H]1C=C[C@@H](CC(=O)Nc2ccccc2)O[C@@H]1CO	-4.5
C/C=C/c1ccc([C@@H]2[C@@H](CO)N(C(C)=O)[C@H]2CN(CCC)C(C)=O)cc1	2.1&5.4
CN(C)C(=O)C[C@H]1CC[C@@H](NC(=O)Nc2cccc(F)c2)[C@@H](CO)O1	1.0
COCC(=O)Nc1ccc2c(c1)[C@H]1C[C@@H](CC(=O)NC3CCCCC3)O[C@H](CO)[C@H]1O2	-2.6
C[C@H](CO)N1C[C@H](C)[C@H](CN(C)S(=O)(=O)c2cccs2)Oc2ccc(NC(=O)CCCCCC(=O)Nc3ccccc3N)cc2C1=O	4.5
Cc1noc(C)c1NC(=O)N(C)C[C@@H]1Oc2c(NC(=O)Nc3cccc4ccccc34)cccc2C(=O)N([C@H](C)CO)C[C@@H]1C	0.5
Cc1cccc(S(=O)(=O)N(C)C[C@@H]2OCc3ccccc3-c3ccccc3C(=O)N([C@H](C)CO)C[C@@H]2C)c1	0.0
O=C(C[C@@H]1CC[C@@H]2[C@H](COC[C@H](O)CN2C(=O)c2ccc3c(c2)OCO3)O1)NC1Cc2ccccc2C1	0.3
COc1ccc(NC(=O)N2C[C@H](O)COC[C@H]3O[C@H](CC(=O)NCc4ccccc4OC)CC[C@@H]32)cc1	-0.4
C[C@H](CO)N1C[C@H](C)[C@@H](CN(C)C(=O)c2cccnc2)Oc2ncc(C3=CCCCC3)cc2C1=O	5.3
O=C(Nc1ccc2c(c1)[C@@H]1C[C@H](CC(=O)N3CCOCC3)O[C@@H](CO)[C@@H]1O2)NC1CCCCC1	0.9
C[C@@H]1CN([C@H](C)CO)C(=O)c2cc(NC(=O)C3CC3)ccc2O[C@H]1CN(C)S(=O)(=O)c1ccc(F)cc1	0.1
COCCNC(=O)C[C@H]1C[C@@H]2c3cc(NC(=O)C4CCOCC4)ccc3O[C@@H]2[C@H](CO)O1	0.7
O=C(C[C@@H]1C=C[C@H](NC(=O)Nc2ccc(C(F)(F)F)cc2)[C@H](CO)O1)NCc1cc(F)cc(F)c1	1.4
CS(=O)(=O)N1CCCCN2[C@@H](CO)[C@@H](c3ccc(Br)cc3)[C@@H]2C1	-4.1
Cc1noc(C)c1S(=O)(=O)Nc1ccc2c(c1)CC(=O)N([C@@H](C)CO)C[C@H](C)[C@@H](CN(C)S(=O)(=O)c1ccccc1)O2	-3.7
CC(C)NC(=O)NCC[C@H]1CC[C@H](NC(=O)CCN2CCCCC2)[C@H](CO)O1	-3.5
COc1ccc(NC(=O)Nc2ccc3c(c2)C(=O)N([C@@H](C)CO)C[C@@H](C)[C@@H](CN(C)S(C)(=O)=O)OCCCC[C@@H](C)O3)cc1	2.2
Cc1noc(C)c1NC(=O)N(C)C[C@@H]1OCc2ccccc2-c2c(n(C)c3ccccc23)C(=O)N([C@@H](C)CO)C[C@H]1C	1.1
O=C(C[C@@H]1CC[C@@H]2[C@H](COC[C@H](O)CN2Cc2ccc3c(c2)OCO3)O1)Nc1ccccc1	4.3
C[C@@H]1CN([C@@H](C)CO)C(=O)c2cc(NS(=O)(=O)c3ccc(Cl)cc3)ccc2O[C@@H]1CN(C)S(=O)(=O)c1cccs1	-0.3
(next part)
SMILES	Mtb BioA inh
COc1ccc(S(=O)(=O)N(C)C[C@H]2Oc3ccc(NC(=O)C4CC4)cc3CC(=O)N([C@@H](C)CO)C[C@H]2C)cc1	1.7
CN1C(=O)c2cc(NC(=O)c3cccc(C(F)(F)F)c3)ccc2OC[C@@H]2O[C@H](CC(=O)NCCN3CCCC3)CC[C@H]21	0.4
C[C@@H]1CN([C@@H](C)CO)C(=O)c2cc(NC(=O)Cc3cn(C)c4ccccc34)ccc2O[C@@H]1CN(C)S(=O)(=O)c1ccc(Cl)cc1	-5.9
CO[C@@H]1CN(C)C(=O)c2ccc(NC(=O)Cc3ccccc3)cc2OC[C@@H](C)N(C)C[C@H]1C	-2.2
C[C@@H]1CCCCO[C@H](CN(C)CC2CCCCC2)[C@@H](C)CN([C@@H](C)CO)C(=O)c2cc(NS(=O)(=O)c3cccs3)ccc2O1	1.9
C[C@H]1CCCCO[C@H](CN(C)S(C)(=O)=O)[C@@H](C)CN([C@@H](C)CO)C(=O)c2cc(NC(=O)C3CCCCC3)ccc2O1	-0.2

Shown as labelled records: entries from further up
> COc1ccc(S(=O)(=O)N(C)C[C@H]2Oc3ccc(NC(=O)C4CC4)cc3CC(=O)N([C@@H](C)CO)C[C@H]2C)cc1
  Mtb BioA inh: 1.7

> CN1C(=O)c2cc(NC(=O)c3cccc(C(F)(F)F)c3)ccc2OC[C@@H]2O[C@H](CC(=O)NCCN3CCCC3)CC[C@H]21
  Mtb BioA inh: 0.4

> C[C@@H]1CCCCO[C@H](CN(C)CC2CCCCC2)[C@@H](C)CN([C@@H](C)CO)C(=O)c2cc(NS(=O)(=O)c3cccs3)ccc2O1
  Mtb BioA inh: 1.9

> C[C@H]1CCCCO[C@H](CN(C)S(C)(=O)=O)[C@@H](C)CN([C@@H](C)CO)C(=O)c2cc(NC(=O)C3CCCCC3)ccc2O1
  Mtb BioA inh: -0.2

Only part of the results is shown; rates above refer to the full screens.
